RGS4 act – potentiators or activators of RGS4; HEK293 M3R/inducible RGS4, carbachol calcium flux Fluo4; active compounds read low; B-score at 10 µM; 310,000 tested, 0.92% active;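 active = B-score of the integrated calcium signal more than 4 SD below the library mean, with starting fluorescence not abnormally high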;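 also: negative B-score means reduced calcium response which marks RGS4 activation or potentiation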
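test system = HEK293 cells with stable M3R and inducible RGS4 | schedule = recording 10 s baseline at 1 Hz, 100 s post-agonist | technique = Fluo4-AM (2 µM) calcium-flux fluorescence, kinetic read | measure = Agonist-evoked peak-minus-minimum fluorescence over baseline, integrated ratio, B score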
PolyA inhibitor – yeast polyadenylation inhibition; S. cerevisiae SKY197-pL101 polyadenylation reporter, beta-gal luminescence; efflux-impaired pdr1/pdr3 knockout yeast; score 100 = 6 SD above DMSO; calls only at 12 µM; 300,000 tested, 0.02% active; AID 1875;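 active = lowest replicate activity score at least 50, where 100 means six control SD above control mean; inconclusive = lowest score under 50 but half or more replicates reach 50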;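 also: yeast exposed to compound for 9 h at 30 °C; higher score means more reporter readthrough which indicates perturbed polyadenylation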
KCNK3 inh – human KCNK3 channel inhibition, primary screen. CHO-KCNK3 thallium flux, FluxOR fluorescence; active compounds read low. O14649. 340,000 tested, 0.84% active. AID 602410. B-score at 10 µM;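 active = B-score under library mean minus 4 SD, starting fluorescence ratio at most library mean plus 5 SD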;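 also: more negative B-score means stronger inhibition of thallium flux through KCNK3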
hERG rescue – shields human hERG channel from block by proarrhythmic agents. activation (rescue from dofetilide block), less the hit threshold, % at 10 µM. Q12809. CHO-hERG, FluxOR thallium flux, dofetilide IC70 present. 310,000 tested, 0.51% active;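 active = activation above the mean of controls blocked by dofetilide plus 5 SD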;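 also: thallium influx through hERG after potassium depolarization seen as dye fluorescence rise; in these data hits start at about 4.7%; inactives centre near -7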
KCNK9 inh – human KCNK9 channel inhibition; B-score at 10 µM; HEK293 KCNK9, FluxOR thallium flux fluorescence; active compounds read low; 310,000 tested, 1.2% active; Q9NPC2; AID 488922;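 active = ratio B-score over 3 SD below the library mean, with starting fluorescence within 5 SD of its mean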;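 also: negative B-score means less thallium flux so channel inhibition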
GSK3A inh – human GSK-3 alpha kinase inhibition; P49840; ADP-Glo luminescence, 60 min; AID 2650; 320,000 tested, 0.1% active; inhibition, % at 10 µM;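 in the data active = inhibition above about 50%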;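 also: GST-tagged GSK-3 alpha with peptide substrate and 25 µM ATP; 0% = DMSO neutral wells and 100% = GW8510 positive control wells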
KCNQ1 block – human KCNQ1 channel inhibition; AID 2642; CHO-K1 KCNQ1, FluxOR thallium flux fluorescence; active compounds read high; 310,000 tested, 1.3% active; B-score at 10 µM;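 active = compounds whose thallium flux B-score, printed positive for inhibition, exceeds three library SD while starting fluorescence stays within three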;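 also: channel opened by potassium depolarization with thallium stimulus after 20 min compound exposure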
KCNQ1 pot – potentiators or activators of human KCNQ1 potassium channel; 310,000 tested, 0.35% active; B-score at 10 µM; P51787; CHO-K1 KCNQ1, thallium flux FluxOR fluorescence; active compounds read high;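 active = fluorescence ratio B-score, a plate-corrected score, at least three library SD, with initial intensity B-score within 5 SD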
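System: CHO-K1 cells stably expressing KCNQ1 / Medium: assay buffer for compound exposure, DMSO matched across wells / Reagent: thallium- and potassium-containing depolarizing buffer / Compound: one concentration, matched DMSO / Incubation: 20 min compound pretreatment at room temperature / Measured by: kinetic FluxOR fluorescence, 10 s baseline plus 110 s post-stimulus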
DYRK1A inh – inhibitors of rat Dyrk1A kinase; 310,000 tested, 0.43% active; ADP-Glo luminescence, NFATc1 peptide; Q63470; inhibition, % at 12.5 µM; in the data active = inhibition above about 50%;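 also: plate controls were vehicle with enzyme for no effect and no enzyme for full effect; many of its hits are not listed in these tables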
HDAC3 inh – inhibitors of human histone deacetylase 3; O15379; recombinant HDAC3, fluorogenic peptide/trypsin coupled, fluorescence; inhibition, % at 8.3 µM; 320,000 tested, 0.15% active; in the data active = inhibition above about 26%, passing the limit was not always enough; inconclusive = no clear call, values can overlap the other calls
Target sequence (O15379 whole entry, looked up): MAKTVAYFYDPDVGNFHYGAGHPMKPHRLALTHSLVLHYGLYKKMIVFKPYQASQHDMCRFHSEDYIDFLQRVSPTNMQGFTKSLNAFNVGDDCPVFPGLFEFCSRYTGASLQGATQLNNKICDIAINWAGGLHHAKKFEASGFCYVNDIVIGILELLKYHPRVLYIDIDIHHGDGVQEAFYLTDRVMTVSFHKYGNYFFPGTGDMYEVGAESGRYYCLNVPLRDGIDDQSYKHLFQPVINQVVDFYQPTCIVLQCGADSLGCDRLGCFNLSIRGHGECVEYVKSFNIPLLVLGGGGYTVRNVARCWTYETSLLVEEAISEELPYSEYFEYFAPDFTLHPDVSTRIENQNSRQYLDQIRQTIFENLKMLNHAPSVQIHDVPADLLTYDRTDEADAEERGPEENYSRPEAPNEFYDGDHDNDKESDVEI
GSK3beta inhib – inhibitors of human GSK3beta kinase | P49841 | GST-GSK3beta kinase, ADP-Glo luminescence, 60 min; active compounds read low | activity score (negative = inhibition), % at 10 µM | 300,000 tested, 0.038% active | AID 2097;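 active = more than half of replicate wells score below -50%, meaning over 50% inhibition versus plate controls; inconclusive = some replicates but at most half score below -50%; inactive = no replicate scores below -50%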;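 also: 0% = median DMSO wells and -100% = median GW8510 positive control wells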
Target sequence (P49841 whole entry, looked up): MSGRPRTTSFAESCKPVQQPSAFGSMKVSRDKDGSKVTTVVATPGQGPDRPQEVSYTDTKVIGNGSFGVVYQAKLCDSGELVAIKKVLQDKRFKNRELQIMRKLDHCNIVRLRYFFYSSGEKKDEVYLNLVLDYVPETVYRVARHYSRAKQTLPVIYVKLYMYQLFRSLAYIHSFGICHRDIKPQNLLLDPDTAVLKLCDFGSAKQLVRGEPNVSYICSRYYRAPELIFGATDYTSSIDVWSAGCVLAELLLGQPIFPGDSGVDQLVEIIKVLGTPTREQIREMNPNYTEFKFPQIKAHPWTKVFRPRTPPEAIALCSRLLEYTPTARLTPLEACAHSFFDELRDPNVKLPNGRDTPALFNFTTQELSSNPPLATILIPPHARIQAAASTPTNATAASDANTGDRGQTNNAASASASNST
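Assay system: GST-fused GSK3beta enzyme, cell-free / Medium: Tris pH 7.5 buffer with MgCl2, DTT, BSA, heparin / Also added: peptide substrate plus 25 µM ATP (final) / Compound: 10 µM single point / Timing: kinase reaction with compound 60 min at room temperature / Detection: ADP-Glo luminescence / Benchmarks: DMSO neutral wells and GW8510 at 20 µM as positive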
Active calls of the source: *; i = inactive; u = inconclusive; x = not tested or not shown. This is a subset, so the mix of outcomes need not match the whole.

Order of results: RGS4 act | PolyA inhibitor | KCNK3 inh | hERG rescue | KCNK9 inh | GSK3A inh | KCNQ1 block | KCNQ1 pot | DYRK1A inh | HDAC3 inh | GSK3beta inhib
(1) CCC1(C)Cc2ccccc2-c2nc3n(c(=O)c21)CCCCC3 (configuration not stated)
  i | i | i | -15.2 | i | x | i | i | 0.3 | x | 0.3
(2) CCCN1CCN(CCCNC(=O)c2cc3c(=O)n(C)c4ccccc4c3n2C)CC1
  i | i | i | -12.0 | i | x | i | i | 22.0 | -7.7 | 1.8
(3) COc1cccc(-c2nc(CS(=O)(=O)CC(=O)Nc3cccc(C(C)=O)c3)c(C)o2)c1
  i | i | i | -7.6 | i | -0.8 | i | i | -5.3 | -0.9 | -2.4
(4) CC(=O)Nc1ccc(Nc2ccc([N+](=O)[O-])cn2)cc1
  i | i | i | 1.1 | i | 2.0 | i | i | -3.2 | 3.9 | 0.4
(5) CN(CC1COc2ccccc2O1)C(=S)NC1CCCCC1 (configuration not stated)
  i | i | i | -11.9 | i | 1.8 | i | i | -0.7 | 3.8 | -1.7
(6) C=CCNC(=S)NS(=O)(=O)c1cccs1
  i | i | i | -5.0 | i | -1.4 | i | i | 0.7 | -6.5 | -0.4
(7) O=C(NCc1cccc(CNC(=O)c2ccco2)c1)c1ccco1
  i | i | i | -11.9 | i | -1.7 | i | i | -4.7 | -2.6 | 2.4
(8) CCN(CC)S(=O)(=O)c1ccc(OC)c(-n2cnnn2)c1
  i | i | i | -1.2 | i | 1.7 | i | i | 1.8 | 0.2 | -2.0
(9) CCCCOc1cccc(C(=O)N(Cc2ccco2)C2CCS(=O)(=O)C2)c1 (configuration not stated)
  i | i | i | -10.6 | i | -0.1 | i | i | 0.5 | -2.8 | 2.2
(10) O=C(COC(=O)c1ccc(S(=O)(=O)N2CCc3ccccc3C2)cc1)NC(=O)NCc1ccco1
  i | i | i | -6.8 | i | -0.7 | i | i | 0.2 | -5.9 | 2.1

Copied from the list:
Under GSK3A inh, entry 6 has -1.4
Under GSK3A inh, entry 7 has -1.7

(list continues)
Order of results: RGS4 act | PolyA inhibitor | KCNK3 inh | hERG rescue | KCNK9 inh | GSK3A inh | KCNQ1 block | KCNQ1 pot | DYRK1A inh | HDAC3 inh | GSK3beta inhib
(11) CCOC(=O)c1cnn2c(C(F)(F)F)cc(-c3ccccc3)nc12
  i | i | i | -5.2 | i | -2.6 | i | i | -0.3 | -17.0 | -2.0
(12) COc1ccc(-c2cc(C(F)F)nc(-n3nc(C)cc3C)n2)cc1
  i | i | i | -9.2 | i | -2.7 | i | i | -4.1 | -35.3 | -2.9
(13) CC1CCCN(C(C(=O)Nc2ccc(C(C)C)cc2)c2ccc3c(c2)OCO3)C1 (configuration not stated)
  i | i | i | -11.8 | -7.66* | -3.1 | 7* | i | 2.2 | 0.3 | -1.6
(14) COC(=O)c1ccc(Cn2nc(C(F)(F)F)cc2C)cc1
  i | i | i | -9.6 | i | -3.4 | i | i | 2.3 | -4.9 | 1.2
(15) Cc1nn(-c2cc(N3CCOCC3)ccc2[N+](=O)[O-])c(=O)c2ccccc12
  i | i | i | -5.5 | i | -3.4 | i | i | 1.7 | u | 0.7
(16) CCCCN1C(=O)C(=Nc2cccc3cnccc23)c2ccccc21
  i | i | i | -13.7 | -7.18* | -0.9 | i | i | 15.4 | 3.8 | -0.3
(17) CC(C)CNCC1OCc2ccccc2CO1
  i | i | i | -6.3 | i | 0.1 | i | i | 7.1 | 2.2 | 1.6
(18) Cc1ccc(C(=O)O/N=C/c2c(Cl)n(C)c3ccccc23)cc1
  i | i | i | -0.5 | i | 0.5 | i | i | 3.6 | -12.2 | 2.6
(19) COC(=O)C1CC(=O)N(c2ccc(C)cc2)C1 (configuration not stated)
  i | i | i | -10.3 | i | -2.4 | i | i | 1.0 | 0.1 | -1.6
(20) COc1ccc(NC2CCCN(C(=O)c3cccc(C(F)(F)F)c3)C2)cc1OC (configuration not stated)
  i | i | i | -6.7 | i | 0.5 | i | i | -3.2 | 0.5 | -4.2
(21) C/C(=N\Nc1cccc([N+](=O)[O-])c1)c1cc(F)ccc1O
  i | i | i | -9.9 | i | -2.3 | i | i | 4.5 | -5.5 | 1.8
(22) Cc1cc(C)n(-c2ccc(C(=O)Nc3nc4ccccc4s3)cc2)n1
  i | i | i | -1.7 | i | 0.3 | i | i | 31.3 | 7.3 | -0.8

Arranged by SMILES length (rising): part of the list above.
Order of results: RGS4 act | PolyA inhibitor | KCNK3 inh | hERG rescue | KCNK9 inh | GSK3A inh | KCNQ1 block | KCNQ1 pot | DYRK1A inh | HDAC3 inh | GSK3beta inhib
(19) COC(=O)C1CC(=O)N(c2ccc(C)cc2)C1 (configuration not stated)
  i | i | i | -10.3 | i | -2.4 | i | i | 1.0 | 0.1 | -1.6
(16) CCCCN1C(=O)C(=Nc2cccc3cnccc23)c2ccccc21
  i | i | i | -13.7 | -7.18* | -0.9 | i | i | 15.4 | 3.8 | -0.3
(13) CC1CCCN(C(C(=O)Nc2ccc(C(C)C)cc2)c2ccc3c(c2)OCO3)C1 (configuration not stated)
  i | i | i | -11.8 | -7.66* | -3.1 | 7* | i | 2.2 | 0.3 | -1.6

Given as tab-separated lines: entries from further up.
#	mol	RGS4 act	PolyA inhibitor	KCNK3 inh	hERG rescue	KCNK9 inh	GSK3A inh	KCNQ1 block	KCNQ1 pot	DYRK1A inh	HDAC3 inh	GSK3beta inhib
13	CC1CCCN(C(C(=O)Nc2ccc(C(C)C)cc2)c2ccc3c(c2)OCO3)C1 (configuration not stated)	i	i	i	-11.8	-7.66*	-3.1	7*	i	2.2	0.3	-1.6
14	COC(=O)c1ccc(Cn2nc(C(F)(F)F)cc2C)cc1	i	i	i	-9.6	i	-3.4	i	i	2.3	-4.9	1.2
15	Cc1nn(-c2cc(N3CCOCC3)ccc2[N+](=O)[O-])c(=O)c2ccccc12	i	i	i	-5.5	i	-3.4	i	i	1.7	u	0.7
16	CCCCN1C(=O)C(=Nc2cccc3cnccc23)c2ccccc21	i	i	i	-13.7	-7.18*	-0.9	i	i	15.4	3.8	-0.3
17	CC(C)CNCC1OCc2ccccc2CO1	i	i	i	-6.3	i	0.1	i	i	7.1	2.2	1.6
18	Cc1ccc(C(=O)O/N=C/c2c(Cl)n(C)c3ccccc23)cc1	i	i	i	-0.5	i	0.5	i	i	3.6	-12.2	2.6
19	COC(=O)C1CC(=O)N(c2ccc(C)cc2)C1 (configuration not stated)	i	i	i	-10.3	i	-2.4	i	i	1.0	0.1	-1.6
20	COc1ccc(NC2CCCN(C(=O)c3cccc(C(F)(F)F)c3)C2)cc1OC (configuration not stated)	i	i	i	-6.7	i	0.5	i	i	-3.2	0.5	-4.2
21	C/C(=N\Nc1cccc([N+](=O)[O-])c1)c1cc(F)ccc1O	i	i	i	-9.9	i	-2.3	i	i	4.5	-5.5	1.8

Source: PubChem BioAssay
